High-throughput results as filed in PubChem BioAssay.
Pol iota inh: DNA polymerase iota (human) inhibition | Q9UNA4 | Pol iota fluorescent replication assay, 10 min | Potency, µM (series often up to 115 µM), without a hit: at the top dose activity, negative = inhibition, most hits filed as inhibitors | 1% of 390,000 active | AID 588590; also: potency is read from the fitted curve at half-maximal effect
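Fluorescent replication assay read twice, at 0 min and 10 min after adding 50 nM (final) substrate. Enzyme (10 nM) and compounds were first incubated 15 min at room temperature; enzyme-free buffer wells were negative controls.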
BLM inh: blocks DNA unwinding by human BLM helicase | Potency, µM (highest dose often 56.1 µM), for inactives: at the highest dose activity change, negative = inhibition, hits mostly inhibitors | 0.2% of 350,000 active | recombinant BLM DNA unwinding, fluorescence dequenching | P54132;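 also: potency is read from the fitted curve at half-maximal effect; plate controls were vehicle for no effect and no enzyme for full effect; nearly all actives have a fitted effect of over 35% in size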
POLH inh: DNA polymerase eta (human) inhibition. Q9Y253. recombinant Pol eta, fluorescent DNA replication assay. Potency, µM (doses to about 114 µM), for the others: top-dose activity change, negative = inhibition, most hits filed as inhibitors. 1.2% of 390,000 active; also: potency is read from the fitted curve at half-maximal effect; % is scaled to controls: 0 for no effect and ±100 for the full control effect
Target sequence (Q9Y253 whole entry, looked up): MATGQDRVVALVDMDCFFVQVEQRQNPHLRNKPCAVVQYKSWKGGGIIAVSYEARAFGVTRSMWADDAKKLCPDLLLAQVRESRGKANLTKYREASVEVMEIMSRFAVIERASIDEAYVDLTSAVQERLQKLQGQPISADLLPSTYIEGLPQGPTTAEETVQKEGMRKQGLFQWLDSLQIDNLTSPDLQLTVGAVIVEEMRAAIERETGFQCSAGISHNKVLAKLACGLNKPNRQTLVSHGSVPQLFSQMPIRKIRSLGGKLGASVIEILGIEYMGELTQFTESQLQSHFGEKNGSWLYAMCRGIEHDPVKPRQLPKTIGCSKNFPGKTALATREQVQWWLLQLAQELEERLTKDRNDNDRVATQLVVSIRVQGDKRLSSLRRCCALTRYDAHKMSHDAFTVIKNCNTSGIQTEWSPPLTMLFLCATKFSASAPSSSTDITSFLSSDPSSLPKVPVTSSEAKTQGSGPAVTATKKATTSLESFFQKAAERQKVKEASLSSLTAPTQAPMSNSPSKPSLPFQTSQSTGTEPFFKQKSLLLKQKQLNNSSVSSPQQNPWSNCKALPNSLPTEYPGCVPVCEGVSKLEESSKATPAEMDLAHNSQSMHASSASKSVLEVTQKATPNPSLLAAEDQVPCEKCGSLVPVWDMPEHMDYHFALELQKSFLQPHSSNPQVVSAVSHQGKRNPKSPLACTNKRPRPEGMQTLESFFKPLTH
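Pol eta (10 nM) was preincubated with compounds for 15 min at room temperature, after which fluorescent replication substrate (50 nM final) was added to start the reaction. Fluorescence was read kinetically at 0 and 10 min.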
LDHA inh: blocks human lactate dehydrogenase A. activity change, % (values are at about 110 or 230 µM). AID 1347041. purified LDHA, NADH/diaphorase-resazurin fluorescence; active compounds read low. P00338. 0.15% of 480,000 active; in the data active = activity change below about -30%; inconclusive = mostly about -25% to -30%;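 also: plate controls were DMSO wells for no effect and wells without enzyme for full effect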
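LDH5 2 nM; NADH 0.06 mM, pyruvate 0.2 mM; 200 mM Tris pH 7.4, EDTA, Tween-20; 5 min RT. Detection: diaphorase 0.133 mg/mL + resazurin 37 µM, fluorescence ex540/em590 at 0 and 20 min; normalized to enzyme-free and DMSO wells.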
Pol kappa inh: DNA polymerase kappa (human) inhibition; Q9UBT6; AID 588579; Potency, µM (highest dose often 107 µM), inactives show at the top dose activity, negative = inhibition, actives largely listed as inhibitors; purified Pol kappa, fluorescent DNA synthesis assay, 10 min; 0.53% of 400,000 active; also: potency is read from the fitted curve at half-maximal effect; % is scaled to controls: 0 for no effect and ±100 for the full control effect
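Kinetic fluorescence screen: compound preincubated 15 min RT with 10 nM enzyme; 50 nM substrate (final) initiates; reads at 0/10 min.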
Glioma ERSR ind: induces the endoplasmic reticulum stress response in human glioma cells. U87-MG GRP78 promoter luciferase reporter, 16 h. Potency, µM, for inactives: top-dose activation, actives largely listed as activators. 0.02% of 420,000 active. AID 602332; also: potency is read from the fitted curve at half-maximal effect; series mostly up to about 76 µM; % of control where 0% means no effect; nearly all actives have a fitted effect of over 35% in size
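ERSR induction read as luciferase luminescence (Bright-Glo, 10 min at room temperature) in stably transfected human U87-MG glioma cells exposed to compounds for 16 h, using GRP78 as sensor.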
Apoferritin bind: binds horse apoferritin like a general anesthetic. Potency, µM (series often up to 77.5 µM), without a hit: at the highest dose activity change, negative = displacement, hits mostly inhibitors. AID 485281. 0.074% of 350,000 active. P02791. apoferritin/1-aminoanthracene competitive binding, fluorescence; also: potency is read from the fitted curve at half-maximal effect; % is scaled to controls: 0 for no effect and ±100 for the full control effect; nearly all actives have a fitted effect of over 20% in size
Target sequence (P02791 2-175 limits assumed): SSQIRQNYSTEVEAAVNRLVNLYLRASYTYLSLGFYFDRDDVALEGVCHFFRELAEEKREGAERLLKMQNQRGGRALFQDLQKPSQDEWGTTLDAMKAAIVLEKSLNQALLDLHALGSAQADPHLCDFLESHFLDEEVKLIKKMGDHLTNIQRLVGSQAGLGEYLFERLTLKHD
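Horse-spleen apoferritin (10 uM) in 50% saturated 1-aminoanthracene in PBS was incubated 10 min at room temperature with compound. Fluorescence (ex 380, em 535 nm) was normalized to free and bound 1-AMA, with concentration-response fitted by a four-parameter Hill equation.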
Pol beta inh: inhibitors of human DNA polymerase beta; P06746; Pol beta primer extension/strand displacement, fluorescence kinetic; Potency, µM (titrated, usually from 114 µM), inactives show at the top dose activity change, negative = inhibition, actives largely listed as inhibitors; 1.3% of 340,000 active; AID 485314; also: potency is read from the fitted curve at half-maximal effect; % is scaled to controls: 0 for no effect and ±100 for the full control effect
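10 nM enzyme + cpd, 15 min RT; start with substrate 50 nM final; read 0 min and after 10 min RT. Corrected, normalized data; 4-parameter Hill curve fit.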
APE1 inh: inhibitors of human APE1 endonuclease | P27695 | recombinant APE1, TAMRA/BHQ-2 abasic DNA cleavage fluorescence | Potency, µM (titrated, usually from 65.8 µM), inactives show at the highest dose activity change, negative = inhibition, actives largely listed as inhibitors | 0.35% of 350,000 active | AID 2517;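 also: potency is read from the fitted curve at half-maximal effect; plate controls were vehicle for no effect and reference inhibitor for full effect; nearly all actives have a fitted effect of over 55% in size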
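Quantitative HTS: incision of a TAMRA/BHQ-2 double-stranded substrate bearing a tetrahydrofuran abasic site by 0.75 nM APE1 raises fluorescence. Substrate 50 nM final, added after 15 min compound preincubation at room temperature; progress as third-minus-first kinetic read difference.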
Active calls of the source: *; ? = inconclusive; nt = not tested or not shown; & = joins results of further samples; [ ] = another dose, or the depositor's remark. Unless noted, calls follow the shape of the dose curve; as a rule, active = well fitted curve in the direction sought with a large enough effect; inconclusive = small, poorly fitted or top-dose-only effect, or another doubt; inactive = no such curve, though single readings can be large; an effect the other way counts as inactive or inconclusive. The list is partial. The share of hits here may be higher or lower than overall.

1) CCn1cnc2c1c(=O)n(Cc1nnc3n1-c1ccccc1SC3)c(=O)n2Cc1ccccc1
2) Nc1nnc(CSCc2ccccc2Cl)s1
3) O=C(O)CC(NC(=O)COc1ccc(Cl)cc1Cl)C(=O)O (configuration not stated)
4) O=C(Nc1cccc(Cl)c1)c1cccc(Oc2ccc([N+](=O)[O-])cc2Cl)c1
5) COCc1nc2oc3ccc(C)cc3c(=O)c2cc1C(=O)OC
6) Cc1ccccc1C(C)NS(=O)(=O)c1ccc2c(c1)OCCO2 (configuration not stated)
compound no.,1,2,3,4,5,6
Pol iota inh,1%,52%[activator],-13%,-9%,6%,-5%
BLM inh,3%,-3%,1%,-10%,4%,nt
POLH inh,-4%,-5%,-2%,-9%,8%,-3%
LDHA inh,-4,-4,-8,-7,-10,-2
Pol kappa inh,-18%,7%,-5%,?,-1%,-6%
Glioma ERSR ind,-2%,-1%,0%,-3%,-6%,-3%
Apoferritin bind,5%,?,4%,-16%,6%,nt
Pol beta inh,1%,2%,-25%,3%,6%,nt
APE1 inh,-1%,4%,2%,-5%,9%,11%

7) O=C(Nc1cc(Cl)ccc1N1CCOCC1)c1ccc(N2CCCC2=O)cc1
8) O=C(NCc1cccs1)C(=O)c1cn(CC(=O)N2CCCC2)c2ccccc12
9) CN1CCc2c(sc3nc(SCC(=O)N4CCCCC4)n(-c4ccccc4)c(=O)c23)C1
10) COc1cc(/C=C(\C#N)c2nc3ccccc3[nH]2)ccc1OC(=O)c1ccco1
11) Nc1ccc(C(=O)c2cccs2)cc1[N+](=O)[O-]
12) COC(=O)c1ccc(C)c(NS(=O)(=O)c2ccc(OC)c(OC)c2)c1
compound no.,7,8,9,10,11,12
Pol iota inh,33%[activator],70%[activator],5%,26%,-4%,-5%
BLM inh,nt,-5%,3%,-20%,-2%,0%
POLH inh,-6%,-9%,-9%,?,-5%,-12%
LDHA inh,-7,-1,1,-1,-10,-5
Pol kappa inh,0%,0%,7%,-10%,-9%,-11%
Glioma ERSR ind,0%,-3%,-4%,7%,4%,-4%
Apoferritin bind,nt,-18%,-22%,-6%,?,-13%
Pol beta inh,nt,-1%,6%,?,0%,2%
APE1 inh,20%,8%,-21%,-8%,2%,-1%

13) CCOc1ccc(S(=O)(=O)NCCC(=O)NCC2(N3CCCCC3)CCCCC2)cc1
14) O=C(CSc1ccc(-c2ccncc2)nn1)c1ccc(Cl)cc1
15) NC(=S)NN=C(c1ccccc1)c1ccccc1
16) CN1C(=O)NC(c2ccccc2)C2=C1CN(CCc1ccccc1)C2=O (configuration not stated)
17) COc1ccc2nc(C)c(C(=O)NN)cc2c1
18) COc1ccc(C(=O)Oc2cccc(Nc3ncnc4ccccc34)c2)cc1OC
compound no.,13,14,15,16,17,18
Pol iota inh,10%,4%,-9%,12%,26%,10%
BLM inh,1%,-5%,-5%,3%,-14%,-6%
POLH inh,-9%,1%,1%,-2%,-1%,-7%
LDHA inh,-2,-10,-8,3,-9,-13
Pol kappa inh,-5%,-13%,5%,-6%,-2%,-2%
Glioma ERSR ind,-3%,-3%,1%,-2%,-3%,-4%
Apoferritin bind,-6%,-7%,0%,-16%,-18%,-11%
Pol beta inh,24%,31%,-12%,2%,?,1%
APE1 inh,37%,-17%,31%[activator],-4%,8%,-4%

Entries by screen from the list.
Nos. 13 to 18 in LDHA inh read -2, -10, -8, 3, -9, -13

Five compounds already listed, ordered by molecular weight, high to low.
12) COC(=O)c1ccc(C)c(NS(=O)(=O)c2ccc(OC)c(OC)c2)c1
16) CN1C(=O)NC(c2ccccc2)C2=C1CN(CCc1ccccc1)C2=O (configuration not stated)
14) O=C(CSc1ccc(-c2ccncc2)nn1)c1ccc(Cl)cc1
15) NC(=S)NN=C(c1ccccc1)c1ccccc1
17) COc1ccc2nc(C)c(C(=O)NN)cc2c1
compound no.,12,16,14,15,17
Pol iota inh,-5%,12%,4%,-9%,26%
BLM inh,0%,3%,-5%,-5%,-14%
POLH inh,-12%,-2%,1%,1%,-1%
LDHA inh,-5,3,-10,-8,-9
Pol kappa inh,-11%,-6%,-13%,5%,-2%
Glioma ERSR ind,-4%,-2%,-3%,1%,-3%
Apoferritin bind,-13%,-16%,-7%,0%,-18%
Pol beta inh,2%,2%,31%,-12%,?
APE1 inh,-1%,-4%,-17%,31%[activator],8%

Next compounds
19) Cc1cccc(C)c1NC(=O)C[N+](C)(C)C
20) COc1cc(OC)c(NC(=O)CNC(=O)Cn2ccc3ccccc3c2=O)cc1Cl
21) CCN(CC)C(=O)Cn1cc(C(=O)C(=O)NCC2COc3ccccc3O2)c2ccccc21 (configuration not stated)
22) COc1cccc(Nc2nc(-c3cccc(N4C(=O)c5ccccc5C4=O)c3)cs2)c1
23) CCOC(=O)C1CCCN(C(=O)c2cccc(NC(=O)C(CC)CC)c2)C1 (configuration not stated)
24) CCOC(=O)N1CCN(S(=O)(=O)c2ccc(C)c(C)c2C)CC1
compound no.,19,20,21,22,23,24
Pol iota inh,0%[58.9 µM],123%[activator],123%[activator],?,30%[activator],12%
BLM inh,-1%,-5%,-11%,-5%,1%,0%
POLH inh,-2%[57.1 µM],-2%,-23%,4%,1%,-3%
LDHA inh,nt,-3,0,14&-10,-5,-5
Pol kappa inh,-6%[19.4 µM],-13%,-1%,2%,-10%,-4%
Glioma ERSR ind,-3%,-3%,1%,-4%,-4%,-7%
Apoferritin bind,nt,7%,?,-24%,-9%,-23%
Pol beta inh,8%[57.1 µM],40%,-27%,14%,44%,0%
APE1 inh,-5%&0%,36%[activator],3%,-3%,15%,0%

25) COc1ccc(CCNC(=O)CCCCn2c(=O)c3ccccc3n(Cc3ccc(F)cc3Cl)c2=O)cc1OC
26) COc1ccc2c(c1)oc(=O)c1c3ccccc3[nH]c21
27) CCC1(C)Cc2nc3[nH]c(=S)n(-c4ccccc4C)c(=O)c3cc2CO1 (configuration not stated)
28) CCN(C(C)=O)c1ccc(Oc2nc(OC)cc(OC)n2)cc1
29) NC(=S)n1[nH]c(-c2ccc([N+](=O)[O-])cc2)c(N=Nc2cccc(Cl)c2)c1=O
30) CCc1ccc(OCC(=O)N(Cc2ccc(Cl)cc2)C2CCS(=O)(=O)C2)cc1 (configuration not stated)
compound no.,25,26,27,28,29,30
Pol iota inh,10%,-26%,33%[activator],-7%,20µM*,21%
BLM inh,-6%,-4%,1%,-9%,-10%,-15%
POLH inh,-9%,-12%,7%,-2%,40µM*,-20%
LDHA inh,-8,-6,-6,-7,-7,5
Pol kappa inh,-11%,-26%,-12%,-3%,?,-6%
Glioma ERSR ind,-2%,2%,-6%,-7%,-6%,-4%
Apoferritin bind,-1%,-2%,4%,5%,-10%,-15%
Pol beta inh,-22%,22µM*,26%,8%,?,-6%
APE1 inh,nt,5%,7%,-7%,-7%,nt

31) CC(CCc1ccccc1)NC(=O)CN1CCN(c2ccccc2)CC1 (configuration not stated)
32) CCNc1nnc(-c2ccccc2OC)s1
33) CN(CC(=O)Nc1ccccc1Br)C(=O)c1cccnc1Nc1cccc(C(F)(F)F)c1
34) Cc1cc(C)cc(OCC(=O)N(Cc2ccc(N(C)C)cc2)C2CCS(=O)(=O)C2)c1 (configuration not stated)
35) O=C(NCc1ccco1)c1ccc(COc2ccccc2Cl)cc1
36) Cc1ccc(N2CCN(S(=O)(=O)c3ccc4oc(=O)c5ncn(C)c5c4c3)CC2)c(C)c1
compound no.,31,32,33,34,35,36
Pol iota inh,6%,-10%,2%,-16%[58.9 µM],?,15%
BLM inh,-4%,2%,-18%,-12%,-9%,-1%
POLH inh,-3%,-15%,-16%,-7%,?,-23%
LDHA inh,-7,0,6,4,-5,-9
Pol kappa inh,-5%,4%,-11%,-14%,-17%,8%
Glioma ERSR ind,-3%,5%,-7%,-5%,1%,-3%
Apoferritin bind,-11%,-12%,-8%,4%,?,1%
Pol beta inh,5%,22%,-2%,8%,?,16%
APE1 inh,0%,-1%,-26%,-5%,-9%,nt

37) CCN1CCN(C(=O)c2ccccc2NC(=O)c2ccc(Cl)cc2)CC1
38) Cc1[nH]c2ccc(C(=O)NCCCN3CCCC3)cc2c1C
39) O=C1NC(c2cccc(Br)c2)=N/C1=C\c1ccco1
40) O=C(/C=C/c1cccc(F)c1)NCCCn1ccnc1
41) CCOC(=O)c1ccc(NC(=O)c2cc3c(n(-c4ccc(C)cc4)c2=O)CC(C)(C)CC3=O)cc1
42) O=C1CC(c2ccccc2Oc2cccc(Cl)c2)C(n2cncn2)C(=O)C1C1NCCc2ccccc21 (configuration not stated)
43) C=CCSc1nc2c(c(=O)[nH]c(=O)n2C)n1C/C=C(/C)Cl
44) O=C(CCC(=O)OCc1ccc([N+](=O)[O-])cc1)Nc1ccccc1Cl
compound no.,37,38,39,40,41,42,43,44
Pol iota inh,23%,22%,25µM*,100%[activator],?,-23%,14%,51%[activator]
BLM inh,0%,-7%,-9%,1%,-8%,0%,-3%,9%
POLH inh,-15%,-12%,4%,-10%,-19%,2%,-19%,-7%
LDHA inh,-5,0,2,-2,1,-4,-3,-7
Pol kappa inh,-12%,1%,-85%,-9%,89µM*,-28%,-1%,0%
Glioma ERSR ind,-3%,4%,2%,-1%,1%,-4%,-5%,-1%
Apoferritin bind,-3%,4%,0%,0%,-2%,-13%,-2%,-15%
Pol beta inh,-1%,3%,45µM*,17%,-4%,2%,?,-1%
APE1 inh,4%,17%,2%,4%,nt,9%,13%,11%
